mABHD4 FP: inhibitors of mouse ABHD4. purified mABHD4, FP-Rh probe fluorescence polarization. inhibition, % at 8.92 µM. actives 0.54% (n = 370,000). Q8VD66. AID 720543;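 active = inhibition exceeding the mean over every tested compound plus 3 SD, cut at about 30% in these data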;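 also: 0% = plate median of compound wells and 100% = S159A mutant with DMSO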
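Test system: mABHD4 protein | Buffer or medium: HEPES pH 7.0 buffer, 150 mM NaCl, 0.01% Pluronic F-127 | Probe or stimulus: FP-Rh fluorescent activity-based probe, added after compound pre-incubation | Timing: Pre-incubation 45 min, probe exposure 60 min, at 25 °C | Technique: Fluorescence polarization, excitation 525 nm, emission 598 nm, BODIPY TMR filters | Repeats: Single well per compound (singlicate)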
PRMT1 inh: PRMT1 (human) inhibition, primary screen | inhibition, % at 2.79 µM | actives 1.3% (n = 370,000) | Q99873 | recombinant PRMT1, activity-based probe fluorescence polarization;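 active = inhibition above about 21% made by adding two undisclosed values, limit read from the data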
TCR-CD3 inh: human TCR-CD3 binding inhibition; AID 651800; actives 0.37% (n = 360,000); inhibition, % at 9.4 µM; TAMRA-labeled TCR probe fluorescence, biochemical; in the data active = inhibition above about 19%;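 also: recombinant mutant TCR 2C K166C tagged with TAMRA read by polarization; 0% = receptor in buffer alone and 100% = receptor with positive control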
PG9 Ab binder: binds the HIV-1 gp120 antibody PG9; TR-FRET gp120-PG9 antibody binding; inhibition, % at 6.7 µM; actives 0.43% (n = 360,000); AID 624416; in the data active = inhibition above about 8.5%
SIAE primary: blocks human sialic acid acetylesterase. SIAE FP-Rh probe binding, fluorescence polarization. actives 0.69% (n = 370,000). Q9HAT2. inhibition, % at 9.66 µM;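 active = inhibition above a cutoff: mean of compounds within the control limits plus 3 SD of those, cut at about 17% in these data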;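 also: 0% = plate median of compound wells and 100% = probe without SIAE protein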
HTRA1 inhibitor: blocks human HTRA1 serine peptidase; recombinant HTRA1, FP-rhodamine activity-based probe, fluorescence polarization; actives 0.5% (n = 340,000); inhibition, % at 5.96 µM; AID 504803; Q92743; in the data active = inhibition above about 36%;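 also: 0% = enzyme with DMSO and 100% = wells lacking enzyme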
Target sequence (Q92743 whole entry, looked up): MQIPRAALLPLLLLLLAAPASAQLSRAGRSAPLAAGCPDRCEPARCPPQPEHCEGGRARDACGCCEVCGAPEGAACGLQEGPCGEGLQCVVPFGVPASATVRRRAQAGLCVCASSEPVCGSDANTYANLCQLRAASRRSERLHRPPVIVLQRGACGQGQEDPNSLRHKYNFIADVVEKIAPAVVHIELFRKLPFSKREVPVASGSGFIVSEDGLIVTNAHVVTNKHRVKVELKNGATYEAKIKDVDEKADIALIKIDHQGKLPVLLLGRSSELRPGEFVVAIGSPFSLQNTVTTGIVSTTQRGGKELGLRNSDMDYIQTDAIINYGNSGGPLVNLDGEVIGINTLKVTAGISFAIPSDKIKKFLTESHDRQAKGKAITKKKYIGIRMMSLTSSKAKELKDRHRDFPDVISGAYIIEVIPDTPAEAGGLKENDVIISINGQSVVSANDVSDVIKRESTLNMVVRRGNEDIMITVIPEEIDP
TDP2 inh: blocks human TDP2 phosphodiesterase activity. O95551. recombinant TDP2, T5PNP hydrolysis, p-nitrophenol absorbance 415 nm. inhibition, % at 12.8 µM. actives 0.34% (n = 370,000);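 active = inhibition above the mean of all tested compounds plus 3 SD, set per campaign, cut at about 25% in these data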;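 also: 0% = DMSO with enzyme and 100% = buffer with substrate but no TDP2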
Target sequence (O95551 whole entry, looked up): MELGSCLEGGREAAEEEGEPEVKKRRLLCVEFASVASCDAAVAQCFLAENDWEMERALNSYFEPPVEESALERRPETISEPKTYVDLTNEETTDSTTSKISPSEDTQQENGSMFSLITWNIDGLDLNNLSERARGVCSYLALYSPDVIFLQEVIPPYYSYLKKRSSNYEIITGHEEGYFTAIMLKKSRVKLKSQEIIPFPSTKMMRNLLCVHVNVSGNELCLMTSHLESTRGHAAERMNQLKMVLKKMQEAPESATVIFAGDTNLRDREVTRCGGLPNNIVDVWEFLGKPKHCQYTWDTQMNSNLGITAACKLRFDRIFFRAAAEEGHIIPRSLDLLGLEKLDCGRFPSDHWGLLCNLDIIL
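Material: recombinant human TDP2; quantity: TDP2 enzyme at 120 nM final; medium: Tris-HCl pH 7.5 with MgCl2; compound: single concentration, 12.8 µM nominal, with 1% DMSO; incubation: 2 h enzyme incubation at 37 °C; signal: epi absorbance; measure: percent inhibition; benchmarks: high control without enzyme, low control DMSO plus TDP2; repeats: singlicate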
UHRF1 binding: blocks human UHRF1 binding to methylated DNA | UHRF1 binding to methylated oligo, TR-FRET | inhibition, % at 4.4 µM | AID 687016 | actives 0.75% (n = 370,000); in the data active = inhibition above about 21%;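 also: UHRF1 SRA domain binding a hemimethylated CpG hairpin DNA probe; 0% = median of test compound wells and 100% = reference inhibitor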
LEDGF integ inh: blocks HIV-1 LEDGF/p75-dependent DNA integration | AID 743269 | inhibition, % at 3.7 µM | actives 0.64% (n = 370,000) | TR-FRET IN-LEDGF/p75 DNA integration, Eu/Cy5;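 active = inhibition above the screen-wide mean plus 3 SD, cut at about 13% in these data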;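 also: signal is the Cy5 over europium emission ratio at 671 and 618 nm; 0% = plate median of compound wells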
DDE Tn7 FP inh: inhibitors of Tn7 peptide binding to human fibrin DD(E); actives 0.13% (n = 370,000); FP displacement of FITC-Tn7 peptide from fibrin DD(E); 0% = median of compound wells per plate; inhibition, % at 8.3 µM;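 active = inhibition above the mean of compounds falling within the control limits plus 3 SD of them, cut at about 14% in these data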;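 also: 0% = plate median of compound wells and 100% = 10 µM Aha-Tn7 peptide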
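Assay system: human fibrin DD(E). Input: DD(E) 2 µM final. Medium: Tris buffer with calcium and detergent, pH 7.8. Compound dosing: single point at 8.3 µM. Timing: 10 min plus 3 h, room temperature. Technique: fluorescence polarization of the labelled Tn7 tracer. Read-out: percent inhibition. Replicates: singlicate testing.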
Starred values were filed as active, the others as inactive; . = not tested or not shown.

SMILES	mABHD4 FP	PRMT1 inh	TCR-CD3 inh	PG9 Ab binder	SIAE primary	HTRA1 inhibitor	TDP2 inh	UHRF1 binding	LEDGF integ inh	DDE Tn7 FP inh
COc1cccc(NC(=O)CN2C(=O)COc3ccc(S(=O)(=O)N4CCC(C)CC4)cc32)c1	-3	2	2	-3.0	-2	-20	11	0	0	6
Cc1ccc(NS(=O)(=O)c2cccc(C(=O)O)c2)c(C)c1	1	-1	9	-1.8	-4	1	6	0	2	-2
COc1ccc(-n2c(SCC(=O)NN=Cc3c(O)ccc4ccccc34)nnc2-c2ccc(C(C)(C)C)cc2)cc1	12	-1	.	.	-1	.	-2	-3	-1	2
Cc1cc2c(c(=O)o1)C(c1ccc([N+](=O)[O-])o1)C(C#N)=C(N)O2 (centres undefined)	32*	6	38*	-1.1	23*	.	6	11	15*	7
Cc1ccc(NC(=O)c2sc3nc4c(c(-c5ccco5)c3c2N)CCC4)cc1	15	6	-1	2.0	5	-7	-6	-4	6	1
CCCC1CCC2(CC1)CCC2OC(=S)Nc1ccc(I)cc1 (centres undefined)	-6	4	.	.	-1	.	6	0	0	-2
CNC(=O)CC1C(=O)N(c2ccc(OC)cc2)C(=S)N1NC(=O)c1cccc(F)c1 (centres undefined)	2	1	-6	-0.3	8	.	3	-1	0	-6
CC[C@]1(C(=O)OC)[C@H]2C(=O)N(C)C(=O)[C@H]2[C@H]2CN=C(SC)N21	3	0	0	0.9	3	5	-1	0	-2	4
COc1ccc(NC(=O)COCC(=O)Nc2ccc(C)cc2)cc1	3	4	-3	-1.6	-3	-13	-7	0	-2	-4
O=C(NCCNC(=O)c1ccc(Cl)cc1Cl)c1ccccn1	4	-1	5	0.4	1	9	2	-1	2	3
CCOc1ccc(NS(=O)(=O)c2ccc3[nH]cc(C(=O)NCCOC)c(=O)c3c2)cc1	-12	4	4	2.1	-7	-10	-14	6	2	4
C(=C\c1nnc(-c2cccs2)o1)/c1ccccc1	-4	-1	3	1.3	0	-8	-4	-3	-1	1
CCOC(=O)NC(Nc1ccc(C)cn1)(C(F)(F)F)C(F)(F)F	-5	1	7	-0.8	-5	-1	5	-3	-1	7
COC(CNC(=O)C1CC(=O)N(CCc2ccccc2)C1)OC (centres undefined)	4	4	-5	2.3	-2	-4	5	6	-2	4
COC(=O)c1ccc(NC(=O)CCN2CCOCC2)cc1	-7	7	-8	-0.9	-1	7	-16	5	-4	-3
Cc1c(Cl)cccc1NC(=O)CCC(=O)N/N=C/c1ccc[nH]1	3	1	-4	-0.9	3	10	-2	-1	1	0
C=CCN(Cc1nc(-c2ccc(OC)cc2)no1)C(=O)c1ccc2c(c1)OCO2	-3	0	1	-1.2	-1	-19	13	0	1	3
CC(C)Cc1nc(N2CCOCC2)c(C#N)c2c1COC(C)(C)C2	0	-3	4	0.0	-3	4	-8	1	0	8
COc1cc([N+](=O)[O-])ccc1NC(=O)CSc1nc2ccccc2n1-c1ccccc1	2	-1	-1	0.6	-1	.	-7	-4	2	-6
O=C(COC(=O)C1=Cc2ccccc2OC1)NCc1ccco1	-14	10	-8	2.7	-11	-3	-7	2	2	-3
CCN1CCCC1CNC(=O)Cn1cc(C)c(=O)[nH]c1=O (centres undefined)	-6	0	3	-0.1	4	8	2	0	4	-5
CC(C)Cn1c(SC(C)C(=O)Nc2ccc(N3CCOCC3)cc2)nc2ccccc21 (centres undefined)	7	-1	3	-2.3	2	2	7	2	-1	8
COc1cc(Cl)c(CN2CCCC(CO)(Cc3cccc(Cl)c3)C2)cc1OC (centres undefined)	-8	2	-8	-2.5	-2	-24	0	4	3	0
COCc1nnc(NC(=O)c2ccc(S(=O)(=O)N3CCOCC3)cc2)o1	-1	-2	-4	-1.2	3	2	14	1	5	0
CCC(NS(=O)(=O)c1ccc(OC)cc1)C(=O)NCCC1=CCCCC1 (centres undefined)	1	1	1	-0.6	-1	2	-8	3	3	0
Cc1ccccc1-c1ccc(CN2C(C(C)C)C(=O)N(Cc3cn(CCC4OCCO4)nn3)CCS2(=O)=O)cc1 (centres undefined)	-12	0	8	-1.0	-9	.	-6	-2	0	6
O=C1NC2=C(C(=O)CCC2)C(c2ccc3ncccc3c2)N1 (centres undefined)	4	0	-1	-0.9	0	-1	5	1	-2	-4
COc1cc(NC(=O)c2ccc(OCc3c(C)noc3C)c(OC)c2)cc(OC)c1	-36	-3	-3	-1.5	-12	-20	-11	1	1	1
Cc1ccc(NC(=O)NCc2ccncc2)cc1Cl	1	1	-4	-1.5	-1	-10	6	-1	0	-9
Cc1ccc(C)c(N2CCN(C(=O)c3ccc(CS(=O)(=O)c4ccccc4C)o3)CC2)c1	-3	-2	9	0.6	3	-25	4	0	-2	-2
Cc1ccc(OC(C)C(=O)N2CCCc3ccccc32)cc1 (centres undefined)	-1	2	6	-4.5	-1	2	-6	0	4	3
CCC1=C(OC(=O)N(CC)CC)N2C(=O)OC(=NCC(=O)OC)[C@]2(C)[C@H]2C1=CC[C@H]1C(=O)NC(=O)[C@H]12	-3	2	-4	1.2	3	-4	-7	2	1	-6
CC1=NNC(=O)C1CCC(=O)N/N=C/c1ccco1 (centres undefined)	-10	10	-12	-0.3	-3	1	-7	0	-1	9
O=C(NCc1ccco1)c1cc(S(=O)(=O)N2CCCc3ccccc32)ccc1Cl	-5	1	0	-0.9	-5	-14	4	0	0	7
O=C(Cc1ccc(F)cc1)N[C@@H]1c2ccccc2CC[C@@H]1OCc1ccccc1	7	6	-7	-2.1	-1	5	4	1	0	-2
Cc1ccc(OCc2ccc(C(=O)NCc3cccnc3)cc2)cc1C	-22	1	-1	-1.9	-1	-27	4	0	3	4
C#CCOCCOCCOCCNc1nc(N2CCN(C(=O)Cn3cc(CC(C)O)nn3)CC2)nc(N2CCN(C(=O)[C@H](CCCCN)n3cc(CC(C)O)nn3)CC2)n1 (some centres undefined)	1	2	0	-1.7	0	0	7	9	2	-1
Cc1oncc1-c1csc(-c2ccccc2)n1	-2	0	9	-0.3	-5	-6	1	3	-4	-1

Five entries out of the list above, sorted by their value in TCR-CD3 inh, low to high:
compound | mABHD4 FP | PRMT1 inh | TCR-CD3 inh | PG9 Ab binder | SIAE primary | HTRA1 inhibitor | TDP2 inh | UHRF1 binding | LEDGF integ inh | DDE Tn7 FP inh
COc1cc(Cl)c(CN2CCCC(CO)(Cc3cccc(Cl)c3)C2)cc1OC (centres undefined) | -8 | 2 | -8 | -2.5 | -2 | -24 | 0 | 4 | 3 | 0
COCc1nnc(NC(=O)c2ccc(S(=O)(=O)N3CCOCC3)cc2)o1 | -1 | -2 | -4 | -1.2 | 3 | 2 | 14 | 1 | 5 | 0
COc1cc(NC(=O)c2ccc(OCc3c(C)noc3C)c(OC)c2)cc(OC)c1 | -36 | -3 | -3 | -1.5 | -12 | -20 | -11 | 1 | 1 | 1
C#CCOCCOCCOCCNc1nc(N2CCN(C(=O)Cn3cc(CC(C)O)nn3)CC2)nc(N2CCN(C(=O)[C@H](CCCCN)n3cc(CC(C)O)nn3)CC2)n1 (some centres undefined) | 1 | 2 | 0 | -1.7 | 0 | 0 | 7 | 9 | 2 | -1
Cc1oncc1-c1csc(-c2ccccc2)n1 | -2 | 0 | 9 | -0.3 | -5 | -6 | 1 | 3 | -4 | -1

5 of these compounds in another layout.
Sequence of screens: mABHD4 FP	PRMT1 inh	TCR-CD3 inh	PG9 Ab binder	SIAE primary	HTRA1 inhibitor	TDP2 inh	UHRF1 binding	LEDGF integ inh	DDE Tn7 FP inh
Cc1ccc(C)c(N2CCN(C(=O)c3ccc(CS(=O)(=O)c4ccccc4C)o3)CC2)c1
 : -3	-2	9	0.6	3	-25	4	0	-2	-2
C#CCOCCOCCOCCNc1nc(N2CCN(C(=O)Cn3cc(CC(C)O)nn3)CC2)nc(N2CCN(C(=O)[C@H](CCCCN)n3cc(CC(C)O)nn3)CC2)n1 (some centres undefined)
 : 1	2	0	-1.7	0	0	7	9	2	-1
CCC1=C(OC(=O)N(CC)CC)N2C(=O)OC(=NCC(=O)OC)[C@]2(C)[C@H]2C1=CC[C@H]1C(=O)NC(=O)[C@H]12
 : -3	2	-4	1.2	3	-4	-7	2	1	-6
COc1cc(Cl)c(CN2CCCC(CO)(Cc3cccc(Cl)c3)C2)cc1OC (centres undefined)
 : -8	2	-8	-2.5	-2	-24	0	4	3	0
Cc1oncc1-c1csc(-c2ccccc2)n1
 : -2	0	9	-0.3	-5	-6	1	3	-4	-1

Assay outcomes from PubChem.
